V1aR counter = V1a receptor agonism, counter-screen for OXTR agonists; P37288; CHO-V1R cells, Fluo-8 calcium fluorescence, agonist mode; 0% DMSO, 100% 3 nM vasopressin; activation, % at 3 µM; actives 0.25% (n = 320,000); AID 2797;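 active = activation above the mean activation of all tested compounds plus 3 SD, per screening run, cut at about 20% in these data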;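 also: signal is peak over basal fluorescence ratio across a 100 second FLIPR read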
Target sequence (P37288 whole entry, looked up): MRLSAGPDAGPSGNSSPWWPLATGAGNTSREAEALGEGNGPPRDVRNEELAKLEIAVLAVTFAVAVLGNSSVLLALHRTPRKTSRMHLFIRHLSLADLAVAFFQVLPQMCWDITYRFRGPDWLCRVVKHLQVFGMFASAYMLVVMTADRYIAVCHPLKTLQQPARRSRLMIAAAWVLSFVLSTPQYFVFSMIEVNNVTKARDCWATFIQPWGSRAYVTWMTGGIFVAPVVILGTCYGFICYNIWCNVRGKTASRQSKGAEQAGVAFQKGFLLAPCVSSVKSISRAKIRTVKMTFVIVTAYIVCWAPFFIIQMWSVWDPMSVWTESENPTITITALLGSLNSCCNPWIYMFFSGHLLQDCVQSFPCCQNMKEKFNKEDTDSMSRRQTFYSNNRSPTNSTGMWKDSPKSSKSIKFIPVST
CHRM1 agonist = activates human CHRM1 receptor; P11229; CHO-K1 hM1, Fluo-8 calcium fluorescence, agonist mode; 0% DMSO, 100% acetylcholine EC100; activation, % at 3 µM; actives 0.33% (n = 360,000);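 active = activation above the run's mean compound activation plus 3 SD, cut at about 16% in these data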;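 also: peak over basal fluorescence ratio within a 140 s kinetic read after compound addition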
TAAR1 agonist = human TAAR1 agonism | CHO RD-HGA16 TAAR1, Fluo-8 calcium fluorescence; vehicle wells 0%, saturating PEA agonist 100% | activation, % at 3 µM | actives 0.99% (n = 360,000) | Q96RJ0 | AID 624467;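 active = activation above the mean activation of all test compounds in the run plus 3 SD, cut at about 38% in these data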
Target sequence (Q96RJ0 whole entry, looked up): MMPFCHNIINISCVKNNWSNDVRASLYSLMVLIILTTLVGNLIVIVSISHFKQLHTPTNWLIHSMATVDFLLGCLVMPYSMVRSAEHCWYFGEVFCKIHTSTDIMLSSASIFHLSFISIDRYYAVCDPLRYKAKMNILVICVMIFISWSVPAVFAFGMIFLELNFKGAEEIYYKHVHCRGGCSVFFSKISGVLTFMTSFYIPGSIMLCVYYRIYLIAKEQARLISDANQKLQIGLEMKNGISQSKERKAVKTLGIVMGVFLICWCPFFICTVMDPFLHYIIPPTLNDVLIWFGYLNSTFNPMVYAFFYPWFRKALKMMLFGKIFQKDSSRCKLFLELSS
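Benchmarks: low control DMSO, high control PEA (EC100); System: CHO RD-HGA16 cells carrying human TAAR1 plus Gα16; Detection: Fluo-8 fluorescence, 5 s baseline then 140 s kinetic read; Schedule: 17-24 h plating, Fluo-8 75 min 37 °C, 30 min RT; Read-out basis: % activation from peak over basal fluorescence ratio, DMSO-to-PEA scaled.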
CHO parental Ca = signal in parental CHO cells, OX1R antagonist counter-screen | AID 463079 | parental CHO-K1, ATP-induced calcium, Fluo-8 fluorescence | actives 0.63% (n = 330,000) | inhibition, % at 5.6 µM;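 active = inhibition above that plate's mean sample inhibition plus 3 SD, cut at about 26% in these data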;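 also: 0% = ATP-challenged DMSO wells and 100% = DMSO wells without ATP; some compounds past the cut are filed as inactive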
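Material: Parental CHO cells | Reagent: ATP | Compound dosing: Single nominal dose of 5.6 µM per compound | Detection: Intracellular calcium via Fluo-8 no-wash fluorescent dye | Read-out: % inhibition of ATP-induced calcium mobilization | Benchmarks: Low control ATP plus DMSO, high control DMSO only | Replicates: Singlicate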
TAAR1 antagonist = human TAAR1 antagonism | Q96RJ0 | CHO RD-HGA16 TAAR1, Fluo-8 calcium fluorescence, antagonist | inhibition, % at 3 µM | actives 1.5% (n = 360,000) | AID 624466;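 active = inhibition above a per-plate cutoff, the mean inhibition of test compounds on that plate plus 3 SD, cut at about 49% in these data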;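 also: 0% = DMSO plus EC80 beta-PEA response and 100% = DMSO alone without agonist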
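Test system – hTAAR1-expressing CHO RD-HGA16 cells, Gα16-coupled · Also added – β-PEA at EC80 concentration, post-compound challenge · Compound – 3 µM, single point · Incubation – dye loading 75 min at 37 °C, then 30 min room temperature · Measured by – Fluo-8 intracellular calcium dye fluorescence, real-time kinetic reads · Benchmarks – vehicle and agonist controls · Replicates – singlicate, one well per test compound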
OXTR agonist = activates the human oxytocin receptor; P30559; CHO-OTR cells, Fluo-8 calcium fluorescence; normalized: DMSO 0%, oxytocin 100%; activation, % at 3 µM; actives 0.32% (n = 320,000); AID 2435;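 active = activation above the mean of all tested compounds plus 3 SD, cutoff set per screening run, cut at about 20% in these data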;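 also: peak over basal fluorescence ratio from a 100 s FLIPR kinetic read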
OXTR potentiator = potentiates the human oxytocin receptor response; P30559; CHO-OTR cells, Fluo-8 calcium fluorescence, potentiator mode; 0% = oxytocin EC15, 100% = EC100; activation, % at 3 µM; actives 0.061% (n = 320,000); AID 2445;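 active = activation above that plate's cutoff, the mean activation of tested compounds plus 3 SD, cut at about 6.6% in these data, passing the limit was not always enough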;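 also: 100% uses oxytocin at 75 nM as the full agonist control; some results filed as inactive read as strong as hits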
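test system = CHO-OTR cells, human receptor | compound = single-point 3.0 µM | schedule = 6 min compound pre-incubation at room temperature, 100 s kinetic read | signal = Fluo-8 no-wash calcium dye fluorescence, excitation 470-495 nm, emission 515-575 nm | repeats = single well per compound, singlicate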
CHRM1 PAM = potentiates human M1 receptor response to acetylcholine; P11229; CHO-K1 hM1, Fluo-8 calcium fluorescence, ACh EC20; 0% = ACh EC20, 100% = maximal ACh; activation, % at 3 µM; actives 0.088% (n = 360,000); in the data active = activation above about 19%, passing the limit was not always enough
CHRM1 antagonist = antagonists of human M1 muscarinic receptor; CHO-K1 hM1, Fluo-8 calcium fluorescence, ACh EC80 antagonist; inhibition, % at 3 µM; actives 1.3% (n = 360,000); P11229; AID 588852;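 active = percent inhibition above its own plate's cutoff, namely the mean of that plate's compound wells plus 3 SD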;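 also: peak over basal fluorescence ratio during 140 s after agonist addition; 0% = ACh EC80 plus DMSO and 100% = DMSO alone without agonist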
Starred values were filed as active, the others as inactive; x = not tested or not shown.

SMILES	V1aR counter	CHRM1 agonist	TAAR1 agonist	CHO parental Ca	TAAR1 antagonist	OXTR agonist	OXTR potentiator	CHRM1 PAM	CHRM1 antagonist
CC[n+]1c(C)cc(C)n1-c1ccccc1	0.8	-7	4	5	-7	-0.1	0	-3	7
CC(=O)Nc1c(-c2ccc3ccccc3c2)nc2ccccn12	0.5	1	4	-11	-10	-1.6	-11	18	-13
COc1ccc2nc(C)cc(SCC(=O)NNC(=O)COc3ccccc3)c2c1	4.4	-5	4	-21	9	0.1	1	-1	14
Cc1cccc(C)c1NC1=NC(=S)N(c2ccc(N(C)C)cc2)C1(C)C	-0.8	-3	2	-7	-16	-1.1	-4	6	-32
Cc1ccc(C)c(OCCn2cc(C(=O)O)c3ccccc32)c1	5.3	-1	3	-7	13	16	-13	-5	0
Cc1sc2nc(CSCC(=O)Nc3ccc(N4CCOCC4)cc3)[nH]c(=O)c2c1C	-0.2	-5	0	-9	-6	-0.5	-4	-2	10
CC(NC(=O)c1cccc(S(=O)(=O)N(C)C)c1)C1CC2CCC1C2 (configuration not stated)	1.4	-2	0	-19	-11	-0.5	-7	19	-12
Nc1[nH]nc2nc(NCc3ccccc3)c3c(c12)CCN(Cc1ccccc1)C3	-0.1	-3	5	-3	-5	0.7	-9	10	-6
FC(F)(F)c1nc(NCc2ccccc2)c2nnn(Cc3ccccc3)c2n1	0.2	-1	8	-6	-7	-0.2	-2	6	-17
Cc1ccc(S(=O)(=O)N2CCN(C(=O)c3ccc(Cl)nc3)CC2)cc1	0.7	-6	1	-11	-22	0.2	-4	7	-10
Oc1ccc(Br)cc1C=Nc1ccc(Cl)cc1	-0.4	-5	6	-8	3	-0.5	-2	5	0
c1cc2c(cc1C1CCCCC1)c1c3n2CCCNC3CCC1 (configuration not stated)	18	2	43*	14	35	26*	-2	12	-13
COc1cc(-c2nnc(COC(=O)c3nn(CC(C)C)c(=O)c4ccccc34)o2)cc(OC)c1OC	0.0	-1	-2	-26	-46	-1.0	3	8	-9
COc1cc(C2N=C(c3ccccc3)NO2)cc(Br)c1O (configuration not stated)	0.8	-3	3	-7	-9	0.3	-12	2	0
Cc1ccc(N2C(=O)C(O)(C(F)(F)F)C3=C2CC(C)(C)CC3=O)cc1C (configuration not stated)	0.0	-8	x	-9	x	0.9	-1	1	-4
CCOC(=O)NC(=S)Nc1ccc(C(C)(C)C)cc1Br	0.2	-4	3	-7	-22	-0.8	-9	4	-8
CN1CCc2c(sc(N)c2C(N)=O)C1	1.0	-4	9	-5	4	1.9	-2	5	-11
CCN(CC)S(=O)(=O)c1csc(C(=O)Nc2ccccn2)c1	-0.6	-4	4	-22	-7	-0.8	-1	0	2
CC1(C)CC(=O)C2=C(C1)OC(N)=C(C#N)C21CCC2(CC1)OCCO2	0.4	-4	4	-11	7	-0.6	-3	2	-2
Cc1ccccc1OCCCN1C(=O)C(=O)c2cccc(C)c21	-0.8	22*	-3	-12	9	-1.6	-5	7	-11
Nc1nc(N)nc(-c2ccc(Oc3ccccc3)cc2)n1	-0.5	-4	0	9	-4	0.7	-10	4	0
CC(=O)OC1CSc2nc3ccccc3n2C1 (configuration not stated)	0.4	-3	14	-8	-4	1.6	-3	2	3
CC(C)c1ccc(OCc2ccc(C(=O)N3CCCC3)o2)cc1	4.3	-4	-2	-7	-16	1.1	-10	-7	20
Cc1ccc(NC(=O)CSCC(=O)NC2(C)CCS(=O)(=O)C2)cc1 (configuration not stated)	0.7	-2	10	-11	-1	1.3	3	1	0
CC(=O)Cn1nnc(-c2ccc(C(F)(F)F)cc2)n1	-0.3	-4	3	-4	-40	-0.7	-7	1	-2

Continuation:
SMILES	V1aR counter	CHRM1 agonist	TAAR1 agonist	CHO parental Ca	TAAR1 antagonist	OXTR agonist	OXTR potentiator	CHRM1 PAM	CHRM1 antagonist
COc1ccc(C(=O)C(C)OC(=O)CNC(=O)c2ccco2)cc1 (configuration not stated)	1.6	-1	0	-8	4	1.9	-1	12	-9
CC(=O)c1cccc(CN(C)CC2CCCN(CCc3ccccc3C)C2)c1 (configuration not stated)	x	-9	1	x	-12	x	x	-27	100*
O=C(CCc1ccccc1)NCCc1ccc(F)cc1	-0.2	0	2	-9	-22	-0.2	2	-11	19
COc1cccc(-c2csc(N3CCN(C(=S)Nc4ccc(Cl)cc4)CC3)n2)c1	1.1	-1	5	5	31	0.3	-6	-12	8
CCOC(=O)c1c(C)nc2c(c1-c1ccc(Cl)cc1)C(=O)CC(C)(C)C2	0.1	-6	4	-22	12	-2.5	-6	-5	9
COc1cc(OC)c(OC)cc1/C=N/NC(=O)CCc1c(C)n[nH]c1C	0.1	-2	2	-7	-9	-0.1	0	3	-4
COc1ccccc1NC(=O)N1CCC(NC(=O)C(Cc2ccccc2F)NC(C)=O)CC1 (configuration not stated)	0.3	-4	1	9	-9	0.2	-29	8	-8
CS(=O)(=O)CCC(C(=O)OCc1ccc(Cl)cc1)N1C(=O)c2ccccc2C1=O (configuration not stated)	2.6	-6	9	3	25	4.6	-4	-7	19
Nc1cc(C(=O)c2ccccc2)ccc1N1CCOCC1	2.2	0	3	-10	25	1.2	-5	3	-7
CCCCOc1ccc(-c2c(C(=O)Nc3ccccc3)c(C)[nH]c(=S)c2C#N)cc1	0.7	-3	-2	5	9	0.1	-10	-1	-4
CCCCCN(C(=O)CCC(=O)OCc1cccc(Br)c1)c1c(N)n(CCCC)c(=O)[nH]c1=O	0.3	0	5	-40	-7	1.3	-12	8	-7
C=C(C)Cn1c(N)cc(=O)nc1SCC(=O)Nc1cccc(C(F)(F)F)c1	0.1	-3	0	-15	-34	-0.1	-5	3	-3
COc1cc(C2C(C#N)=C(N)N(Nc3ccccc3)C3=C2C(=O)CC(C)(C)C3)ccc1OCc1ccccc1 (configuration not stated)	1.1	-3	-3	-15	11	0.6	-3	4	3
COc1cc(C=NNC(=O)c2ccccc2NS(=O)(=O)c2cccs2)cc(OC)c1O	9.0	-1	2	1	0	3.5	2	0	-3
CCCCNC(=O)COc1ccccc1[N+](=O)[O-]	1.2	-8	7	2	12	0.3	4	12	-2
O=c1ccc(Cl)n[nH]1	1.2	-1	1	-4	-12	0.3	-5	12	-10
O=[N+]([O-])c1ccc(Cn2cc(-c3cccc(C(F)(F)F)c3)nn2)cc1	-0.2	-7	5	-5	15	-0.4	-13	3	-6
Cc1ccc(S(=O)(=O)N2CCC(=O)CC2)cc1	0.7	-2	2	-1	-1	0.7	2	8	-11
CC(C)(C)OC(=O)N[C@H](Cc1ccccc1)C(=O)N1CCC[C@@H]1C(=O)O	0.8	-3	13	4	-14	0.5	-5	6	-8
Cc1cc(N2CCN(c3ccccc3)CC2)n2ncnc2n1	1.7	-2	2	-9	-40	2.7	3	9	-6
CCN(CC)CCCNC(=O)c1cn(C)c(=O)c2c1c1ccccc1n2C	-0.2	-6	6	-7	-4	1.1	-14	3	-10
Clc1cc(Cl)c(OCCCCn2cncn2)c(Cl)c1	0.4	-1	6	-7	-11	-0.6	-19	9	-4
CNC(=S)NNC(=O)CSCc1c(Cl)cccc1Cl	3.7	-3	2	0	-9	1.0	-3	2	-8
C(=Nc1ccc(N2CCOCC2)cc1)c1c[nH]c2ccccc12	-0.1	-5	5	-18	-5	-0.2	-8	5	-3
CSc1ncccc1C(=O)Nc1ccc2nc(C)sc2c1	0.3	-2	9	-16	-24	0.3	-8	4	-1
O=C(NCCCN1CCCCC1)C1CCC(=O)N1CCc1ccccc1 (configuration not stated)	4.8	-4	6	-15	4	0.5	-5	9	-7
Cc1c(NC(=O)C(C)OC(=O)c2cccnc2Cl)c(=O)n(-c2ccccc2)n1C (configuration not stated)	0.5	-2	1	0	-5	1.3	3	4	-3
O=C(/C(=C/c1ccccc1Cl)c1ccccc1)N1CCOCC1	-0.1	-5	-2	-10	4	-2.0	-8	4	-2
CCOc1ccc(C(=O)N(CN2CCCC2=O)c2ccccc2)cc1	0.0	-4	4	-6	-29	-2.2	-1	7	-8
COc1cccc(OCc2cc(C(=O)N3CCN(C4CCCC4)CC3)no2)c1	2.0	-3	0	-12	-17	-0.1	-1	-1	-3

Compound activity from PubChem.
